High-throughput results: PubChem BioAssay, Broad Institute
NSD2 inh = NSD2 (human) methyltransferase inhibition; O96028; NSD2-SET H3K36me1 DELFIA fluorescence, biochemical; inhibition, % at 12.5 µM; actives 0.07% (n = 44,000); AID 624260; in the data active = inhibition above about 54%, passing the limit was not always enough;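 note: inhibitors reduce the monomethyl H3K36 fluorescence signal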
Target sequence (O96028 whole entry, looked up): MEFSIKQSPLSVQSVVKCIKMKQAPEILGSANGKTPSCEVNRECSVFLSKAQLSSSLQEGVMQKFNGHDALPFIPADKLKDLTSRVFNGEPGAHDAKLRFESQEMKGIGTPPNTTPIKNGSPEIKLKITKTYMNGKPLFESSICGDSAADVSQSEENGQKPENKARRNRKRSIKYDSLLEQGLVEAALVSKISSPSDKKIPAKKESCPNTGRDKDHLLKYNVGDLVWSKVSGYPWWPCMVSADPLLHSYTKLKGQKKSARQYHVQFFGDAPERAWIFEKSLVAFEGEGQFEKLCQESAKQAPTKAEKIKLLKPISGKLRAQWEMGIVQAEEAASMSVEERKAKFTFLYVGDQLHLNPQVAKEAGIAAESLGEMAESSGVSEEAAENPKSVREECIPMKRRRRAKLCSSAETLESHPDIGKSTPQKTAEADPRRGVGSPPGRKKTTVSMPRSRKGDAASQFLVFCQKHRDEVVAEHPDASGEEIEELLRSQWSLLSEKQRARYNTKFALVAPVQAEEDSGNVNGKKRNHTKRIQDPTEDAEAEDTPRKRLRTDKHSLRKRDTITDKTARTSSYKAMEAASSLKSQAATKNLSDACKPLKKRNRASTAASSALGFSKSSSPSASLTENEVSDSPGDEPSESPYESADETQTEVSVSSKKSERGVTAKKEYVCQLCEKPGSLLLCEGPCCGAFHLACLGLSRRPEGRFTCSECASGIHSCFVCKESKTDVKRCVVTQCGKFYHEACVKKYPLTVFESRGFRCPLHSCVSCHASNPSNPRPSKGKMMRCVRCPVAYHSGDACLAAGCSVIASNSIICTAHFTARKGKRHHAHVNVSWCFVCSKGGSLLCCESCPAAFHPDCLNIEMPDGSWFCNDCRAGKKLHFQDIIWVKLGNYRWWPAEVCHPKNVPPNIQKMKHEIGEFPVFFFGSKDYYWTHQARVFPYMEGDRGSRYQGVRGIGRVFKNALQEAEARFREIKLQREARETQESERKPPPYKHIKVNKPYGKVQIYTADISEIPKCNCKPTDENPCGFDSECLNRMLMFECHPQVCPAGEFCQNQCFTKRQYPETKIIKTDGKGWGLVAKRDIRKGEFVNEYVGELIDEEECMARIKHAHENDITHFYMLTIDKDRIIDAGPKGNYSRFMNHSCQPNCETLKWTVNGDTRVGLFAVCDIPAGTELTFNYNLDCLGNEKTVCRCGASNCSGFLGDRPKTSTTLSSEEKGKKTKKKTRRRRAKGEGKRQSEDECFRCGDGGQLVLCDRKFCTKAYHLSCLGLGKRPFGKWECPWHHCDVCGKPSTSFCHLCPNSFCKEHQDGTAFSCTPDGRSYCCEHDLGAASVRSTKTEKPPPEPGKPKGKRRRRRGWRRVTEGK
* hit, by the source's call. Not all compounds are listed, so the mix of outcomes need not match the whole.

NSD2 inh	Structure
4.2	C[C@@H]1CN([C@@H](C)CO)C(=O)c2cccc(NC(=O)C3CC3)c2O[C@@H]1CN(C)CC1CC1
-2.7	Cc1ccc(S(=O)(=O)Nc2ccc3c(c2)C(=O)N([C@@H](C)CO)C[C@@H](C)[C@@H](CN(C)S(=O)(=O)c2c(C)noc2C)OCCCC[C@@H](C)O3)cc1
-2.1	CC[C@H](C)/C=C(C)/C=C/C(=O)Cc1cc(O)c(C)c(O)c1C=O
-1.3	C[C@@H]1CN([C@H](C)CO)C(=O)c2cc(-c3cccc(F)c3)cnc2O[C@H]1CN(C)C(=O)c1cccc(F)c1
2.7	COc1ccc(S(=O)(=O)Nc2ccc3c(c2)[C@@H]2C[C@H](CC(=O)NCC4CC4)O[C@@H](CO)[C@@H]2O3)cc1
-7.3	CC(C)=CCC[C@H](C)C/C=N/NC(=O)CCCCCC(=O)O
4.6	Cc1noc(C)c1NC(=O)N(C)C[C@@H]1Oc2c(NC(=O)c3ccncc3)cccc2C(=O)N([C@@H](C)CO)C[C@@H]1C
4.9	C[C@]12C[C@H](O)C3C(CC[C@@H]4C[C@H](O)CC[C@]34C)C1CC[C@@H]2C(=O)CO (stereo not given in full)
-0.2	C[C@H]1CN([C@@H](C)CO)C(=O)Cc2cc(NS(=O)(=O)c3ccc(F)cc3)ccc2O[C@@H]1CN(C)Cc1ccc(C(=O)O)cc1
6.1	COc1ccc(NC(=O)N(C)C[C@H]2Oc3ccc(NC(=O)Cc4cn(C)c5ccccc45)cc3CC(=O)N([C@@H](C)CO)C[C@H]2C)cc1

Quoted from the listing (3 entries):
NSD2 inh	Structure
4.9	C[C@]12C[C@H](O)C3C(CC[C@@H]4C[C@H](O)CC[C@]34C)C1CC[C@@H]2C(=O)CO (stereo not given in full)
-0.2	C[C@H]1CN([C@@H](C)CO)C(=O)Cc2cc(NS(=O)(=O)c3ccc(F)cc3)ccc2O[C@@H]1CN(C)Cc1ccc(C(=O)O)cc1
6.1	COc1ccc(NC(=O)N(C)C[C@H]2Oc3ccc(NC(=O)Cc4cn(C)c5ccccc45)cc3CC(=O)N([C@@H](C)CO)C[C@H]2C)cc1

(continued)
NSD2 inh	Structure
0.3	C[C@@H]1CN([C@@H](C)CO)C(=O)Cc2cc(NC(=O)NC3CCCCC3)ccc2O[C@H]1CN(C)Cc1ccccc1
-2.3	Cc1ccc(S(=O)(=O)N(C)C[C@H]2OCCCC[C@H](C)Oc3ccc(NC(=O)Nc4ccc5c(c4)OCO5)cc3C(=O)N([C@@H](C)CO)C[C@H]2C)cc1
3.7	C[C@H]1CN([C@@H](C)CO)C(=O)c2cc(NC(=O)Nc3ccc(F)cc3)ccc2O[C@@H]1CN(C)S(C)(=O)=O
-4.5	C[C@@H]1CN([C@H](C)CO)C(=O)c2cc(NC(=O)Nc3ccc(F)cc3)ccc2O[C@@H]1CN(C)C(=O)Nc1ccccc1
0.8	Cc1noc(C)c1S(=O)(=O)Nc1cccc2c1O[C@H](CN(C)Cc1ccc(Oc3ccccc3)cc1)[C@H](C)CN([C@H](C)CO)C2=O
3.9	C[C@H](CO)N1C[C@H](C)[C@H](CN(C)Cc2ccccc2C(F)(F)F)OCc2cnnn2CCCC1=O
-3.1	Cc1noc(C)c1S(=O)(=O)Nc1ccc2c(c1)CC(=O)N([C@H](C)CO)C[C@@H](C)[C@H](CN(C)C)O2
1.4	C[C@@H]1CCCCO[C@H](CN(C)C(=O)CCC(F)(F)F)[C@H](C)CN([C@H](C)CO)C(=O)c2cc(NS(=O)(=O)c3cccs3)ccc2O1
1.8	Cc1noc(C)c1NC(=O)Nc1ccc2c(c1)C(=O)N([C@@H](C)CO)C[C@@H](C)[C@@H](CN(C)C(=O)C1CCCCC1)OCCCC[C@H](C)O2
-4.3	C[C@@H]1CN([C@H](C)CO)C(=O)c2cccc(NC(=O)Nc3ccc(C(F)(F)F)cc3)c2O[C@@H]1CN(C)S(=O)(=O)c1cn(C)cn1

3 compounds drawn at random from the list so far, as already listed:
NSD2 inh	Structure
1.8	Cc1noc(C)c1NC(=O)Nc1ccc2c(c1)C(=O)N([C@@H](C)CO)C[C@@H](C)[C@@H](CN(C)C(=O)C1CCCCC1)OCCCC[C@H](C)O2
0.3	C[C@@H]1CN([C@@H](C)CO)C(=O)Cc2cc(NC(=O)NC3CCCCC3)ccc2O[C@H]1CN(C)Cc1ccccc1
-2.3	Cc1ccc(S(=O)(=O)N(C)C[C@H]2OCCCC[C@H](C)Oc3ccc(NC(=O)Nc4ccc5c(c4)OCO5)cc3C(=O)N([C@@H](C)CO)C[C@H]2C)cc1

Carrying on:
NSD2 inh	Structure
-0.4	NC(=O)COc1ccccc1/C=N/NC(=O)c1ccc(C(=O)NO)cc1
1.1	CC(C)NC(=O)Nc1cccc2c1O[C@H](CN(C)Cc1ccccc1)[C@H](C)CN([C@@H](C)CO)C2=O
2.2	C[C@@H]1CN([C@@H](C)CO)C(=O)Cc2cc(NS(C)(=O)=O)ccc2O[C@@H]1CN(C)Cc1ccncc1
-0.9	CNC[C@@H]1Oc2cc(C#CC3CCCC3)ccc2S(=O)(=O)N([C@@H](C)CO)C[C@@H]1C
1.8	COc1ccc(S(=O)(=O)N(C)C[C@H]2OCCCC[C@@H](C)Oc3ccc(NS(=O)(=O)c4ccc(C)cc4)cc3C(=O)N([C@@H](C)CO)C[C@@H]2C)cc1
10.4	C[C@H](O)C#Cc1cnc2c(c1)C(=O)N([C@@H](C)CO)C[C@@H](C)[C@@H](CN(C)C(=O)Cc1ccccn1)O2
1.9	Cc1noc(C)c1S(=O)(=O)N(C)C[C@@H]1Oc2ccc(N(C)C)cc2CC(=O)N([C@H](C)CO)C[C@@H]1C
9.5	C[C@H](CO)N1C[C@H](C)[C@H](CN(C)Cc2ccc(C(=O)O)cc2)OCCCC[C@H](C)Oc2ccc(NS(=O)(=O)c3ccccc3)cc2C1=O
-0.1	N#C/C(=C(\N)Sc1ccc(N)cc1)c1ccccc1C(F)(F)F
1.1	CC(C)NC(=O)Nc1ccc2c(c1)CC(=O)N([C@H](C)CO)C[C@H](C)[C@H](CN(C)C(=O)Nc1cccc3ccccc13)O2

Three compounds out of the list, arranged by length of the SMILES, high to low:
NSD2 inh	Structure
9.5	C[C@H](CO)N1C[C@H](C)[C@H](CN(C)Cc2ccc(C(=O)O)cc2)OCCCC[C@H](C)Oc2ccc(NS(=O)(=O)c3ccccc3)cc2C1=O
-0.9	CNC[C@@H]1Oc2cc(C#CC3CCCC3)ccc2S(=O)(=O)N([C@@H](C)CO)C[C@@H]1C
-0.1	N#C/C(=C(\N)Sc1ccc(N)cc1)c1ccccc1C(F)(F)F

Next part.
NSD2 inh	Structure
-4.8	CCO[C@H]1OC(C(=O)O)=C[C@@H](C2CCCCC2)[C@@H]1CCCO
13.8	C[C@H](CO)N1C[C@H](C)[C@@H](CN(C)C(=O)Nc2ccccc2)Oc2ccc(NS(=O)(=O)c3ccc(Cl)cc3)cc2CC1=O
-22.3	C[C@H](CO)N1C[C@H](C)[C@@H](CN(C)C(=O)NC2CCCCC2)Oc2ccc(NC(=O)Nc3ccc(F)cc3)cc2CC1=O
0.0	C[C@H](O)C#Cc1cnc2c(c1)C(=O)N([C@@H](C)CO)C[C@H](C)[C@@H](CN(C)C(=O)c1ccncc1)O2
3.1	COC(=O)C[C@H]1C[C@H]2c3cc(NC(=O)CN(C)C)ccc3O[C@H]2[C@H](CO)O1
1.0	CNC[C@H]1Oc2ccc(NC(=O)NC3CCCCC3)cc2CC(=O)N([C@H](C)CO)C[C@H]1C
-5.8	C[C@H]1CCCCO[C@@H](CN(C)S(=O)(=O)c2ccc(Cl)cc2)[C@@H](C)CN([C@@H](C)CO)C(=O)c2cc(NS(=O)(=O)c3ccc(F)cc3)ccc2O1
3.5	C[C@@H]1CN([C@@H](C)CO)C(=O)c2cc(NS(=O)(=O)c3ccc(Cl)cc3)ccc2O[C@@H]1CN(C)S(C)(=O)=O
3.9	C/C=C/c1cnc2c(c1)C(=O)N([C@H](C)CO)C[C@H](C)[C@@H](CN(C)C(=O)Nc1ccc(OC)cc1)O2
1.3	C[C@@H]1CN([C@@H](C)CO)C(=O)Cc2cc(NC(=O)C3CCCCC3)ccc2O[C@H]1CN(C)C(=O)Nc1ccc(F)cc1
-1.9	Cc1onc(-c2c(Cl)cccc2Cl)c1C(=O)N[C@@H]1C(=O)N2[C@@H]1SC(C)(C)[C@@H]2C(=O)O
7.0	C[C@H]1CN([C@@H](C)CO)C(=O)CCCn2nncc2CO[C@H]1CN(C)C(=O)c1ccccc1
3.6	COCC(=O)Nc1ccc2c(c1)[C@@H]1C[C@H](CC(=O)N3CCCCC3)O[C@H](CO)[C@@H]1O2
-10.4	C[C@@H]1CN([C@H](C)CO)C(=O)c2cc(NC(=O)Nc3ccc(C(F)(F)F)cc3)ccc2O[C@@H]1CN(C)C(=O)Nc1ccc(C(F)(F)F)cc1
0.1	C[C@H]1CN([C@@H](C)CO)C(=O)Cc2cc(NC(=O)CCCCCC(=O)Nc3ccccc3N)ccc2O[C@H]1CN(C)Cc1ccc2c(c1)OCO2
0.7	CCCC#Cc1ccc2c(c1)O[C@H](CN(C)Cc1ccccn1)[C@H](C)CN([C@H](C)CO)S2(=O)=O
6.6	COc1cccc(-c2cnc3c(c2)C(=O)N([C@H](C)CO)C[C@H](C)[C@@H](CN(C)Cc2ccc(F)cc2)O3)c1
1.6	CCCC#Cc1ccc2c(c1)O[C@@H](CN(C)C)[C@H](C)CN([C@H](C)CO)S2(=O)=O
-2.6	CN(C)CC(=O)Nc1ccc2c(c1)[C@H]1C[C@H](CC(=O)N3CCc4ccccc4C3)O[C@H](CO)[C@H]1O2
1.2	Cc1noc(C)c1NC(=O)Nc1cccc2c1O[C@@H](CN(C)S(=O)(=O)c1ccccc1)[C@H](C)CN([C@@H](C)CO)C2=O
1.4	CCC(=O)N(C)C[C@H]1Oc2cc(C#CC(C)(C)O)ccc2S(=O)(=O)N([C@@H](C)CO)C[C@H]1C
0.8	C/C=C/c1cnc2c(c1)C(=O)N([C@@H](C)CO)C[C@H](C)[C@@H](CN(C)S(=O)(=O)c1ccccc1F)O2
-4.2	Cc1ccc(S(=O)(=O)N(C)C[C@H]2OCCCC[C@H](C)Oc3ccc(NS(=O)(=O)c4ccc(F)cc4)cc3C(=O)N([C@@H](C)CO)C[C@H]2C)cc1
-13.6	C[C@H](CO)N1C[C@H](C)[C@@H](CN(C)C(=O)Nc2ccc(F)cc2)OCCCC[C@H](C)Oc2ccc(NS(=O)(=O)c3ccccc3)cc2C1=O
-1.7	C[C@H]1CN([C@@H](C)CO)C(=O)Cc2cc(NC(=O)Nc3ccccc3)ccc2O[C@H]1CN(C)Cc1ccc(C(=O)Nc2ccccc2N)cc1
2.3	O=C(C[C@@H]1C[C@H]2c3cc(NC(=O)Nc4ccccc4F)ccc3O[C@H]2[C@H](CO)O1)NCc1ccc2c(c1)OCO2
0.9	C[C@H](CO)N1C[C@H](C)[C@H](CN(C)C)Oc2ccc(NS(=O)(=O)c3ccccc3)cc2C1=O
1.7	C[C@@H]1CN([C@@H](C)CO)C(=O)c2cc(NC(=O)Nc3ccccc3)ccc2O[C@@H](C)CCCCO[C@@H]1CN(C)CC1CCCCC1
-0.4	COc1ccc(S(=O)(=O)N(C)C[C@H]2OCCCC[C@H](C)Oc3ccc(NS(=O)(=O)c4ccc(Cl)cc4)cc3C(=O)N([C@H](C)CO)C[C@H]2C)cc1
6.7	CCC(=O)N(C)C[C@H]1Oc2cc(C#Cc3cccnc3)ccc2S(=O)(=O)N([C@@H](C)CO)C[C@@H]1C
6.5	C[C@H](O)C#Cc1cnc2c(c1)C(=O)N([C@@H](C)CO)C[C@@H](C)[C@H](CN(C)Cc1ccccn1)O2
-2.0	C[C@@H]1CN([C@H](C)CO)C(=O)c2cc(-c3ccccc3F)cnc2O[C@@H]1CN(C)C(=O)C1CCOCC1
-3.3	C[C@H](CO)N1C[C@H](C)[C@@H](CN(C)Cc2ccccc2)OCCCC[C@H](C)Oc2ccc(NC(=O)Cc3ccccc3)cc2C1=O
-8.9	CCC(=O)N(C)C[C@@H]1Oc2ncc(-c3ccc(C(=O)N(C)C)cc3)cc2C(=O)N([C@@H](C)CO)C[C@H]1C
3.3	O=C(C[C@H]1CC[C@@H](NC(=O)c2cccc(F)c2)[C@@H](CO)O1)NCc1ccc(Oc2ccccc2)cc1
-1.7	O=C(NO)c1ccc(C(=O)N/N=C/c2ccccn2)cc1
1.0	C[C@H](CO)N1C[C@H](C)[C@H](CN(C)C(=O)Nc2cccc3ccccc23)Oc2c(NC(=O)C3CCOCC3)cccc2C1=O
-3.8	C[C@H](CO)N1C[C@H](C)[C@@H](CN(C)S(=O)(=O)c2cn(C)cn2)Oc2c(NC(=O)C3CC3)cccc2C1=O
2.8	C[C@@H]1CCCCO[C@@H](CN(C)Cc2ccc(C(=O)O)cc2)[C@@H](C)CN([C@@H](C)CO)C(=O)c2cc(NS(=O)(=O)c3cn(C)cn3)ccc2O1
2.5	C[C@H]1CN([C@@H](C)CO)C(=O)c2cccc(NC(=O)c3cnccn3)c2O[C@H]1CN(C)Cc1ccc(Oc2ccccc2)cc1
-1.3	COc1ccccc1-c1cnc2c(c1)C(=O)N([C@@H](C)CO)C[C@@H](C)[C@H](CN(C)CC1CCOCC1)O2
-0.9	Cc1noc(C)c1NC(=O)N(C)C[C@H]1Oc2ccc(NC(=O)NC3CCCCC3)cc2C(=O)N([C@@H](C)CO)C[C@@H]1C
-3.0	C[C@H]1CN([C@@H](C)CO)C(=O)c2cc(-c3ccc(F)cc3)cnc2O[C@H]1CN(C)C(=O)CN(C)C
0.8	Cc1noc(C)c1NC(=O)N(C)C[C@H]1Oc2ccc(NC(=O)Cc3cn(C)c4ccccc34)cc2CC(=O)N([C@@H](C)CO)C[C@@H]1C
-12.1	COc1ccc(NC(=O)Nc2ccc3c(c2)CC(=O)N([C@H](C)CO)C[C@H](C)[C@@H](CN(C)C(=O)Nc2ccc(C(F)(F)F)cc2)O3)cc1
-1.2	CCC(=O)N(C)C[C@@H]1Oc2ncc(C#CCC(C)C)cc2C(=O)N([C@H](C)CO)C[C@H]1C
-1.1	C=CCOC(=O)C1=C[C@@H](c2ccc(C(F)(F)F)cc2)[C@H](CCCO)[C@@H](OCC)O1
6.7	COc1ccccc1-c1cnc2c(c1)C(=O)N([C@H](C)CO)C[C@H](C)[C@H](CN(C)Cc1ccc(F)cc1)O2
-9.5	C[C@@H]1CN([C@H](C)CO)C(=O)Cc2cc(NC(=O)CCC(F)(F)F)ccc2O[C@H]1CN(C)Cc1ccc(C(F)(F)F)cc1
